Assay outcomes (PubChem)
SENP1 inh: human SENP1 catalytic domain inhibitors, primary screen, biochemical, FRET, uHTS; hit rate 0.21% among 360,000; AID 624204, 2012; inhibition, % at 10 µM; recombinant SENP1 catalytic domain, CyPet-SUMO1-YPet FRET cleavage; Sentrin-specific protease 1 (Homo sapiens), Q9P0U3;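 active means inhibition at least 30% at 10 µM, raw YFP signal under a set limit, fluorescence ratio 0.5 to 1.5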;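 further: 0% = enzyme with DMSO and 100% = no enzyme wells; some results filed as inactive read as strong as hits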
Target sequence (Q9P0U3 419-644 limits assumed): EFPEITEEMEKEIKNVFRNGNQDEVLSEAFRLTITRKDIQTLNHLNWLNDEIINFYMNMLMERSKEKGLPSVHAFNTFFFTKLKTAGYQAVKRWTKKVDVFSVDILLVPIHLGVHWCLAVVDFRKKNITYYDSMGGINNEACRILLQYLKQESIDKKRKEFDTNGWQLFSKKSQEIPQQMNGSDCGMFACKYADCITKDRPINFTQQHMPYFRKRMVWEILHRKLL
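Test system: human SENP1 catalytic domain; medium: Tris pH 8 buffer plus EDTA, NaCl, BME, BSA, NP40, catalase; incubation: 50 min reaction at room temperature; technique: FRET, CFP and YFP emission; controls: no-enzyme low control and enzyme-plus-DMSO high control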
SENP8 block-1: SENP8 protease inhibitors, primary screen, biochemical, luminescence | Sentrin-specific protease 8 (Homo sapiens), Q96LD8 | purified SENP8, Z-RLRGG-aminoluciferin cleavage | inhibition, % at 10 µM | hit rate 1.2% among 330,000 | AID 2540, 2010; in the data active means inhibition above about 50%
SENP7 block: SENP7 protease inhibitors, primary screen, biochemical, luminescence, uHTS | hit rate 1.5% among 330,000 | recombinant SENP7, Z-RLRGG-aminoluciferin luminescence, 40 min | Sentrin-specific protease 7 (Homo sapiens), Q9BQF6 | inhibition, % at 5 µM;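 active means inhibition above about 50% at the single test dose, limit read from the data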;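 further: plate controls were DMSO with enzyme for no effect and no enzyme buffer wells for full effect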
Target sequence (Q9BQF6 706-1050 limits assumed): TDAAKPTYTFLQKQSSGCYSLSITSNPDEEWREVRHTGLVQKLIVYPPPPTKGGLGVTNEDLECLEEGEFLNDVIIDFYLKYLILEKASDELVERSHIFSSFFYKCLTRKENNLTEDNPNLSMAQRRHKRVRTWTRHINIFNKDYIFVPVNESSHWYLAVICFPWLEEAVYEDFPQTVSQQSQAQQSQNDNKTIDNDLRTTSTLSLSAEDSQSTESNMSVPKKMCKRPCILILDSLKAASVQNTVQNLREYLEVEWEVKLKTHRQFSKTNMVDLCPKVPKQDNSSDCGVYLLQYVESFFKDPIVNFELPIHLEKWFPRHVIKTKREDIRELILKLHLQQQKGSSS
PfGluPho inh: PfG6PD enzyme inhibitors, primary screen, biochemical, fluorescence intensity, uHTS | PfGluPho enzyme, NADPH resazurin-diaphorase fluorescence | inhibition, % at 20 µM | hit rate 0.78% among 350,000 | AID 504690, 2011;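 active means inhibition reaching at least a set limit at 20 µM in the primary screen, cut at about 59% in these data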;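 further: 0% = DMSO wells with substrate and 100% = DMSO wells lacking glucose-6-phosphate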
SENP8 block-2: human SENP8 protease inhibitors, primary screen, biochemical, fluorescence, Nedd8 protein substrate, uHTS. Sentrin-specific protease 8 (Homo sapiens), Q96LD8. AID 602440, 2012. inhibition, % at 20 µM. hit rate 0.64% among 360,000. recombinant SENP8; in the data active means inhibition mostly above about 40%, no sharp cut-off; inactive means mostly below about 27%
Apaf1 inhib: inhibitors of human Apaf-1 apoptosome, primary screen, biochemical, DEVD-Rh110 fluorescence, uHTS. AID 489030, 2010. reconstituted apoptosome caspase-3 activity. hit rate 0.71% among 330,000. inhibition, % at 20 µM. Apoptotic protease-activating factor 1 (Homo sapiens), O14727; active means inhibition of at least 40% at 20 µM;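 further: plate controls were DMSO wells for no effect and DEVD-CHO caspase inhibitor wells for full effect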
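Assay system: Apoptosome proteins | Medium: pH 7.5 Hepes buffer with CHAPS, BSA, DTT | Also added: Cytochrome c and DEVD-Rh110 substrate | Times: 30 min plus 50 min, RT | Detection: Rhodamine 110 fluorescence at Ex 480/Em 540 nm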
SENP6 block: SENP6 protease inhibitors, primary screen, biochemical, luminescence, uHTS; Sentrin-specific protease 6 (Homo sapiens), Q9GZR1; Recombinant SENP6 catalytic domain, aminoluciferin luminescence; inhibition, % at 10 µM; hit rate 1.8% among 330,000;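 active means inhibition above about 50% at the single tested dose, limit read from the data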;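 further: plate controls were DMSO wells with enzyme for no effect and DMSO wells lacking enzyme for full effect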
Target sequence (Q9GZR1 628-1112 limits assumed): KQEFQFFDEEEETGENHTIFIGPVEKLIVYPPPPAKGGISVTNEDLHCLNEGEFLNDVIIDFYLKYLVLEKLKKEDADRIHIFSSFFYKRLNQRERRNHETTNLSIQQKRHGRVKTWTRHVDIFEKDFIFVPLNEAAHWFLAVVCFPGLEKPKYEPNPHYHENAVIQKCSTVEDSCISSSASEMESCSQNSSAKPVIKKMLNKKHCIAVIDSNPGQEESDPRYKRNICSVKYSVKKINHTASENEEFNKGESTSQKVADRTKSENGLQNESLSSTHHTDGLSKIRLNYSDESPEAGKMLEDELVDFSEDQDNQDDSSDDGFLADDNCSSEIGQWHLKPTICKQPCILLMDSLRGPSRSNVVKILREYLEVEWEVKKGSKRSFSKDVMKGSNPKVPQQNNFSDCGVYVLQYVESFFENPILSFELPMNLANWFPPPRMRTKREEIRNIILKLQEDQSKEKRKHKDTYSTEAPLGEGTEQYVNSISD
HKDC1 inhibitor: HKDC1 hexokinase inhibitors, primary screen, biochemical, fluorescence, uHTS. Q2TB90. recombinant HKDC1, G6PDH/diaphorase resazurin coupled fluorescence. inhibition, % at 20 µM. hit rate 0.16% among 340,000. AID 493160, 2011;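 active means inhibition above about 35% when tested at 20 µM, limit read from the data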;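 further: plate controls were DMSO wells with enzyme for no effect and DMSO wells lacking enzyme for full effect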
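Test system: Recombinant HKDC1 (HK5) hexokinase enzyme, produced in-house | Input: HKDC1 at 5 µg/mL | Buffer or medium: Tris pH 8.0 buffer with MgCl2, Tween-20, BSA, BME | Schedule: 90 min reaction incubation at room temperature, dark | Technique: Resazurin-to-resorufin fluorescence via G6PDH and diaphorase coupling, 525/613 nm | Controls: DMSO wells with and without enzyme mix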
NLRP3 yeast inh: NALP3 inflammasome inhibitors in reconstituted yeast, primary screen, luminescence, uHTS | Yeast reconstituted NLRP3/ASC/caspase-1, beta-gal luminescence, 24 h | inhibition, % at 10 µM | hit rate 0.39% among 330,000 | AID 2825, 2010;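 active means inhibition of 50% or more; inactive means inhibition below 50%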;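 further: plate controls were induced DMSO wells for no effect and uninduced yeast grown without galactose for full effect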
* marks the source's active call; other numbers are inactive results; i = inactive; . = no result given; & = joins results of further samples. An unsorted share of the library. Share with any hit: about 4.1%.

molecule	SENP1 inh	SENP8 block-1	SENP7 block	PfGluPho inh	SENP8 block-2	Apaf1 inhib	SENP6 block	HKDC1 inhibitor	NLRP3 yeast inh
O=C(O)CC1c2ccccc2S(=O)(=O)N1Cc1ccccc1 (stereo unspecified)	1	-6	-2	-14	-6	-2	-6	-3	13
FC(F)C(F)(F)C1=CC(c2ccccc2)=NCCN1	1	3	2	14	12	-7	-2	-1	23
C=C1CCC[C@]2(C)C[C@H]3OC(=O)C(CNC(C)CCCC(C)C)[C@H]3CC12 (stereo partly specified)	0	2	0	-3	20	8	7	-1	13
O=C(CSc1nnc2sc3ccccc3n12)c1ccco1	-1	-2	3	8	8	-5	-2	6	23
Cc1oc(-c2ccccc2Cl)nc1CS(=O)CC(=O)NCCc1ccccc1 (stereo unspecified)	-1	2	1	-2	0	6	-1	0	9
O=C(Nc1nsc(-c2ccccc2)n1)c1ccncc1	0	-14	-8	-14	-53	-3	-12	-2	24
CCC1=C(OC(=O)N(CC)CC)N2C(=O)OC(=NCC(=O)OC)[C@]2(C)[C@H]2C1=CC[C@H]1C(=O)N(CC(=O)OC)C(=O)[C@H]12	21	-11	-11	-6	-1	-3	-12	-6	16
CN(CC(O)CON=C1c2ccccc2-c2ccccc21)S(=O)(=O)c1ccc(Br)cc1 (stereo unspecified)	0	-2	7	17	12	22	0	-3	16
COc1ccc(NC(=O)COc2ccccc2C(=O)NCC(c2ccccc2)N(C)C)cc1Cl (stereo unspecified)	0	-9	0	2	12	10	-6	-1	2
Cc1nc2c(F)c(F)c(C(F)(F)F)c(F)c2[nH]1	0	-11	-10	18	11	9	-20	0	20
CCSc1nnc(NC(=O)Cc2ccc(OC)c(OC)c2)s1	3	0	-9	-11	21	2	-10	-7	6
CCOC(=O)Cn1c(=O)sc2ccccc21	4	5	4	0	12	0	6	0	-2
CCOC(=O)CN(C(=O)CN1CCC(n2nnc3cc(C)ccc32)CC1)c1ccccc1	-1	-4	-7	3	-3	23	-18	-2	10
Cc1cccc(C(=O)OCC(=O)Nc2ccc(F)cc2)c1	2	2	-6	3	8	8	-14	-8	41
Cc1ccc(CNc2oc(C)nc2C#N)cc1	-1	3	2	-5	-2	1	0	5	15
Cc1cc2c(OCC(O)CN3CCCCC3)cccc2[nH]1 (stereo unspecified)	3	-8	4	-6	0	-3	22	-4	11
Cc1c(C(=O)C(=O)NCCc2ccc(S(N)(=O)=O)cc2)c2ccccc2n1C	2	-2	3	-7	7	-6	-34	-5	2
Cc1ccc(NC(=O)c2nc[nH]c2C(=O)N2CCC(C)CC2)cc1	0	-1	-6	-2	7	5	4	2	18
COC(=O)c1cccc2nc3c(C(C)O)cccc3nc12 (stereo unspecified)	5	-7	3	11	14	14	15	-1	-3
CN(c1ccccc1)S(=O)(=O)c1cccc(NC(=O)COc2cccc([N+](=O)[O-])c2)c1	0	12	-2	14	22	8	-2	-3	2
CCCCSc1nc(C)nc2c1c(=O)n(C)c(=O)n2C	0	6	-7	1	3	11	0	-3	16
COCC1CCCN(C(=O)c2ccc3oc(Cc4ccc(Cl)cc4)nc3c2)C1 (stereo unspecified)	0	-8	15	-3	17	7	-2	1	18
O=C(c1cc2ccccc2o1)c1nc2c(n1O)CCCCC2	-12	-9	-9	-10	1	14	-16	-4	-20
Nc1ncnc2c1nc(Br)n2[C@@H]1O[C@@H]2COP(=O)(O)O[C@H]2[C@H]1O	1	2	8	-7	4	-5	4	0	16
O=C1c2cc(Cl)ccc2-c2c(O)cc(Cl)cc21	49*	.	.	12	27	.	.	3	.
CC(=O)c1cn(CC(=O)Nc2ccccc2F)c2ccccc12	1	7	6	0	10	-1	5	-4	13
CCOc1ccc(NC(=O)c2sc3nc4n(c(=O)c3c2C)CCC4)cc1	2	16	-2	0	9	6	1	3	27
COc1ccc(CCN2CC(C(=O)OCC(=O)N(C)Cc3ccccc3)CC2=O)cc1OC (stereo unspecified)	-1	-13	-6	-3	-10	4	-3	-4	11
CN(C)S(=O)(=O)c1ccc(C(=O)Nc2ccccc2C(=O)NCCCN2CCOCC2)cc1	0	-8	-10	-12	5	2	-7	-3	15
CCc1ccc(CN(C)C(=O)c2cc(COc3ccc(-n4cncn4)cc3)on2)cc1	-1	-4	-6	-3	-6	21	1	0	33
O=C1Cc2cc(S(=O)(=O)N3CCN(c4cccc(Cl)c4)CC3)ccc2N1	0	6	-4	-15	1	-2	3	-4	6
Cc1cc(C)c[n+](-c2nc3ccccc3nc2C(=C=[N-])C#N)c1	-7&-10	-12&-9	0&-1	-3&-17	-46&-66	8&14	-2&-6	-13&6	26&4
CCOc1cc(Cl)c(S(=O)(=O)NCCCN2CCOCC2)cc1Cl	3	0	0	-2	7	4	0	-3	33
O=C(Oc1ccc([N+](=O)[O-])cc1)c1cccnc1	-1	-4	0	5	3	0	-7	-9	-14
Cc1cccc(NC(=S)N2N=CCC2c2ccccc2)c1 (stereo unspecified)	-1	-7	4	4	2	-5	33	2	20
O=C(NCc1cccnc1)c1ccc(=O)oc1	3	-1	0	-10	13	0	5	1	37
COc1ccccc1/C=C/C=N/NC(=O)CN1CCN(S(=O)(=O)c2ccc(C)cc2)CC1	1	-5	2	11	-31	20	2	-4	5
O=c1ccc(Oc2nc(N3CCOCC3)nc(N3CCOCC3)n2)n[nH]1	0	-6	-1	-6	21	-6	-17	-7	-10
CC(C)N1CCN(Cc2ccc(OCc3ccccc3)cc2)CC1CCO (stereo unspecified)	1	-7	-6	-5	11	9	-4	-5	-8
OC(c1cc(C(F)(F)F)nc2c(C(F)(F)F)cccc12)C1CCCCN1 (stereo unspecified)	0	-4	4	-5	15	48*	-4	4	26
O=C(OCc1nnc(-c2ccccc2)o1)c1ccc2c(c1)C(=O)N(CCc1ccccc1)C2=O	3	1	2	-6	21	13	-1	-3	0
CC(/C=N\NC(=O)CN1CCN(Cc2ccccc2)CC1)=C\c1ccco1	-1	3	1	-12	10	3	-5	-3	6
CCN1CCCC1Cn1cnc2c([nH]c3ccc(C)cc32)c1=O (stereo unspecified)	2	3	-1	6	-471	5	-11	-3	13
CC(C)C[C@H](NC(=O)c1nc[nH]c1C(=O)N1CCN(C(=O)OC(C)(C)C)CC1)C(=O)OC(C)(C)C	3	-7	-4	8	7	11	-2	2	-16
O=C1CC(c2ccccc2F)c2cc3c(cc2N1)CCC3 (stereo unspecified)	1	1	13	5	15	-4	-3	12	28
Fc1ccc(NC(=S)Nc2ccccc2N2CCOCC2)cc1Cl	4	-11	-5	-4	25	11	-16	-3	6
CCOC(=O)CNC(=O)CN1CCCN(S(=O)(=O)c2ccc(Br)s2)CC1	-1	2	9	-2	14	-5	-12	1	24
Cc1ccc(S(=O)(=O)NCc2nc3nc(C)cc(C)n3n2)c(C)c1	0	-1	3	-2	9	-1	2	-2	15
N#Cc1ccccc1/C=N/Nc1nc(-c2ccccc2)c2cc(Br)ccc2n1	-31	6	3	10	i	36	-7	-1	19
COCCC(=O)N1CCC(Oc2ccc(C(=O)NCCn3cccn3)cc2)CC1	2	-4	-3	5	0	0	-5	-6	18
COc1cccc(CN=C2Nc3ccccc3CS2)c1	1	34	33	2	4	16	48	-10	15
C[C@]12C=CC(=O)C=C1CC[C@@H]1C2C(O)C[C@@]2(C)C1CC[C@]2(O)C(=O)COC(=O)CCC(=O)NC(CC(=O)O)C(=O)O (stereo partly specified)	1	3	-1	-9	-2	-5	5	4	10
COc1ccc(N(CC(=O)Nc2cccc(C)c2C)S(=O)(=O)c2c(C)n[nH]c2C)cc1	0	2	4	-2	10	1	9	-14	2
O=C(O)Cn1nc(-c2ccc(F)cc2)oc1=O	0	1	-3	-14	22	2	16	-1	-13
CCCCC(=O)Nc1ccc(C(=O)c2ccccc2)cc1	2	7	6	-7	8	-3	5	-7	16
N#Cc1c(-c2ccccc2)cc(-c2ccccc2)nc1SCC(=O)NCC(=O)O	-5	0	-1	-15	-97	-10	-9	4	6
O=C(O)CSc1nc2sc3c(c2c(=O)n1-c1ccccc1)CCC3	-1	-3	0	-15	-21	-23	-14	-1	-20
CCOc1ccc(CNC(=O)c2ccc(Sc3ccc(Cl)cc3)c(NC(C)=O)c2)cc1	-1	0	-4	-17	-41	18	2	-5	21
O=C(Nc1ccccc1N1CCCCC1)C1CCN(S(=O)(=O)c2ccccc2C(F)(F)F)CC1	1	-1	2	8	1	15	-11	-1	17
CCOC(=O)CN(c1ccccc1)S(=O)(=O)c1ccc(F)cc1	1	-1	-3	-4	5	-13	14	-14	23

The results go on.
molecule	SENP1 inh	SENP8 block-1	SENP7 block	PfGluPho inh	SENP8 block-2	Apaf1 inhib	SENP6 block	HKDC1 inhibitor	NLRP3 yeast inh
CSc1ccccc1C(=O)NC1CCCN(Cc2ccccc2F)C1 (stereo unspecified)	0	0	-10	2	8	-1	10	3	9
O=C(NCC(=O)N1CCN(S(=O)(=O)c2c(F)cccc2F)CC1)c1ccccc1F	0	-6	-1	-4	7	-1	-17	2	17
O=C(c1ccc(Cl)cc1)c1cnc(Nc2ccccc2Cl)s1	-32	10	50	-1	-305	13	42	-11	15
COc1ccc(N2CCN(C(=S)NC(C)c3ccccc3)CC2)cc1 (stereo unspecified)	0	-6	-10	-6	8	7	-27	14	-24
O=C(COC(=O)CCS(=O)(=O)c1ccc(Cl)cc1)NCCc1ccccc1	-1	-3	-1	8	14	-5	10	-14	10
O=C(Nc1nc(-c2cccs2)cs1)c1ccc([N+](=O)[O-])o1	-3	-18	1	-7	3	7	21	4	17

Record cards, from the list above. Order of values: SENP1 inh	SENP8 block-1	SENP7 block	PfGluPho inh	SENP8 block-2	Apaf1 inhib	SENP6 block	HKDC1 inhibitor	NLRP3 yeast inh
Shown for O=C(c1ccc(Cl)cc1)c1cnc(Nc2ccccc2Cl)s1 : -32	10	50	-1	-305	13	42	-11	15
Shown for O=C(Nc1nc(-c2cccs2)cs1)c1ccc([N+](=O)[O-])o1 : -3	-18	1	-7	3	7	21	4	17
Shown for O=C(COC(=O)CCS(=O)(=O)c1ccc(Cl)cc1)NCCc1ccccc1 : -1	-3	-1	8	14	-5	10	-14	10
